# GPR55 antagonists: GPR55 antagonists blocking LPI-driven arrestin recruitment, primary screen, imaging, U2OS, beta-arrestin-GFP, LPI agonist (AID 2013); G-protein coupled receptor 55 (Homo sapiens); U2OS GPR55 beta-arrestin-GFP translocation imaging, LPI antagonism; higher % means a stronger effect; inhibition, % at 10 µM; hits with a dose series show IC50 in µM; 290,000 compounds, 0.13% hits;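 active = spots per cell inhibited over 60%, with over 100 cells counted and total cytoplasm intensity under 500,000; inconclusive = wells with under 100 cells, flagged as likely toxic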;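 also: U2OS cells stably carrying GPR55 and arrestin-GFP stimulated by 5 µM LPI near EC80; imaged beta-arrestin-GFP aggregate spots per cell after agonist stimulation; plate controls were LPI-stimulated DMSO wells for no effect and DMSO wells without LPI for full effect; some results filed as inactive read as strong as hits; confirmed hits need IC50 under 10 µM and bright autofluorescent wells are also inconclusive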
# NTR1 agonist: agonists of NTR1, primary screen, imaging, U2OS cells, beta-arrestin-GFP, high content (AID 493036) | activation, % at 20 µM | 330,000 compounds, 0.17% hits | NTR1-U2OS beta-arrestin-GFP spot imaging, agonist mode | Neurotensin receptor type 1 (Homo sapiens), P30989;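 active = activation at or above 40% of the spot to cytoplasm intensity ratio, with at least 20 cells analyzed; inconclusive = wells under 20 cells, flagged as cytotoxic or low count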;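 also: 0% = DMSO without peptide and 100% = 100 nM NTR1 peptide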
# Target sequence (P30989 whole entry, looked up): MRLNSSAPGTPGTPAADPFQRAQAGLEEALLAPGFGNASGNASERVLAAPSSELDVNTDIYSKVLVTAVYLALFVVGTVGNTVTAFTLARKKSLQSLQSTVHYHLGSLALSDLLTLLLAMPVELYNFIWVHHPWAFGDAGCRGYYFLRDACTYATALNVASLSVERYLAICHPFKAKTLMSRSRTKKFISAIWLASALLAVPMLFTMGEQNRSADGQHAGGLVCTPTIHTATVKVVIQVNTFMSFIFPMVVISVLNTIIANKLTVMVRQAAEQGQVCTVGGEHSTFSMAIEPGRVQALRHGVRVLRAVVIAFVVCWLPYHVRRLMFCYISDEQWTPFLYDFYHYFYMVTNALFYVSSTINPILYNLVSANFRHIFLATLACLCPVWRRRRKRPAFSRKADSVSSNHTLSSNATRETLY
# NOD2 inhibition: NOD2 signaling inhibitors, cell-based, luminescence, uHTS, HEK293 (AID 1566) | 290,000 compounds, 0.63% hits | HEK293 NOD2/NF-kB luciferase reporter, luminescence; higher % means a stronger effect | one-dose inhibition, % at 4 µM; EC50 in µM for titrated hits; also: many of its hits are not listed in these tables
# T cell modulator: modulators of CD8 T cell-vesicle binding, primary screen, mouse 2C CD8+ T cells, flow cytometry; 2C CD8+ T cell-vesicle binding; hits give low values; calls only at 7 µM; 330,000 compounds, 0.068% hits;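 active = response, share of CD8 T cells binding vesicles, and their 90th percentile fluorescence all below set limits, cut at about 80% in these data, passing the limit was not always enough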
#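 Read-out – percent CD8+ FL2 mean versus row control · System – murine 2C transgenic CD8+ T lymphocytes · Times – 1.5 h cell–vesicle binding at 37 °C, then 20 min icy labelling · Control set – naked vesicles low, QL9 vesicles with vehicle high · Detection – cytometric PE anti-B7-1 and Alexa647 anti-CD8 signals after 1% paraformaldehyde fixation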
# NOD1 NF-kB reporter: NOD1 signaling inhibitors, primary screen, cell-based, luminescence, uHTS (AID 1578); NOD1-driven NF-kB luciferase reporter cells, luminescence; higher % means a stronger effect; inhibition, % at 4 µM, or EC50 in µM where a hit was titrated; 290,000 compounds, 1% hits; in the data active = inhibition mostly above about 36%, no sharp cut-off; inactive = mostly below about 34%;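 also: HEK-293T reporter cells stimulated with the NOD1 agonist gamma-tri-DAP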
# KOR beta-arrestin-1: KOR antagonists, beta-arrestin recruitment, cell-based, luminescence, uHTS (AID 1778); inhibition, % at 10 µM; hits with a dose series show IC50 in µM; 290,000 compounds, 0.091% hits; KOR beta-arrestin recruitment, luminescence, antagonist mode; higher % means a stronger effect; Kappa-type opioid receptor (Homo sapiens); also: strong numbers were not always called active
# KOR beta-arrestin-2: KOR agonists, beta-arrestin recruitment, primary screen, cell-based, luminescence, uHTS (AID 1777) | 280,000 compounds, 0.02% hits | Kappa-type opioid receptor (Homo sapiens) | KOR beta-arrestin recruitment, luminescence; higher % means a stronger effect | activation, % at 10 µM; hits with a dose series show EC50 in µM; in the data active = activation above about 50%, passing the limit was not always enough; also: a part of the inactive calls stands beside numbers as strong as those of hits
# GPR55 beta-arrestin: GPR55 agonists via beta-arrestin recruitment, primary screen, imaging, U2OS cells, beta-arrestin-GFP redistribution (AID 1961); activation, % at 10 µM, or EC50 in µM where a hit was titrated; 290,000 compounds, 0.048% hits; U2OS GPR55 beta-arrestin-GFP redistribution imaging; higher % means a stronger effect; G-protein coupled receptor 55 (Homo sapiens);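 active = activation above 40% with more than 50 cells counted in the well; inconclusive = wells holding fewer than 50 cells, flagged as toxic or sparse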;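 also: U2OS osteosarcoma cells stably expressing GPR55 and beta-arrestin-GFP; plate controls were DMSO negative control for no effect and LPI positive control for full effect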
# Myeloid diff 2: induction of myeloid progenitor differentiation, primary screen, cell-based, flow cytometry, MLPCN library; ER-HoxA9 myeloid progenitors, lysozyme-GFP differentiation; calls only at 10 µM; 360,000 compounds, 1% hits; AID 624256, 2012;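 active = normalized GFP-positive differentiation at or above the plate's own cutoff, the solvent-only control mean plus 3 SD; inconclusive = no clear call, values can overlap the other calls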;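 also: cells exposed to compound for four days before flow analysis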
# T cell modulator vesicle-bound %: recorded beside T cell modulator, whose call it bears; double positive events, %; measured here: CD8+ vesicle-bound cell fraction;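 binding gate set so that unloaded-vesicle control wells show 10% double positive cells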
# NTR1 agonist cell count 20 µM: also measured in NTR1 agonist; calls as there; cell count; measured here: cell count, cytotoxicity flag
# Myeloid diff 2 GFP+ MAC1+ %: recorded beside Myeloid diff 2, whose call it bears; GFP+ MAC1+ double positive, %; measured here: differentiation confirmed by MAC1 staining
# The depositor's hits bear a star; i = inactive; ? = inconclusive; . = no result given; [ ] = dose if it differs, or a comment. Rule as the data show it, unless noted: active = inhibition above about 50%; inactive = the rest.
SMILES,GPR55 antagonists,NTR1 agonist,NTR1 agonist cell count 20 µM,NOD2 inhibition,T cell modulator,T cell modulator vesicle-bound %,NOD1 NF-kB reporter,KOR beta-arrestin-1,KOR beta-arrestin-2,GPR55 beta-arrestin,Myeloid diff 2,Myeloid diff 2 GFP+ MAC1+ %
Cc1ccc(NC(=O)Cn2c3ccc(F)cc3c3nc4n(c(=O)c32)CCS4)cc1F,4.7%,0.7,52,11.2%,i,31.4,-12.2%,2.1%,3.4%,-0.3%,i,1.1
CC1CCN(CC(=O)NC2CCCCC2)CC1,-11.6%,0.2,70,-18.5%,i,8.8,-9.7%,12.2%[20 µM],-1.3%,-0.2%,i,1.3
COc1cc(C(=O)OCCN2CCCCC2)ccc1O,12.6%,0.4,41,9.5%,i,36.1,-21.3%,6.9%,-0.6%,0.0%,i,0.4
O=C(CN1C(=O)c2ccc([N+](=O)[O-])cc2C1=O)Nc1nccs1,12.4%,-1.0,73,14.8%,i,37.0,-33.7%,-15.2%[20 µM],-15.0%,0.2%,i,0.7
COC(=O)Cc1ccc(NC(=S)NCCSc2ccc(C)cc2)cc1,-9.6%,-0.8,86,6.8%,i,58.3,-40.0%,-26.7%[20 µM],1.6%,-0.1%,i,0.1
O=C(Nc1ccc(OC(=O)c2cccnc2)cc1)c1cccnc1,-8.4%,-1.3,97,4.2%,i,8.6,10.5%,-25.7%,20.3%,-0.1%,i,1.5
COc1cc(C)c(Cl)cc1S(=O)(=O)NCCN1CCOCC1,-2.2%,0.9,51,-1.2%,i,52.3,-11.1%,-47.2%,1.1%,0.5%,i,0.9
CCOC(=O)c1[nH]c(C(=O)O)c(CCC(=O)OC)c1C,-14.7%,-1.1,47,5.6%,i,33.1,-0.4%,-37.8%,5.5%,-0.1%,i,0.7
Cc1ccc(NC(=O)Cn2cnc3c(nnn3Cc3ccc(F)cc3)c2=O)cc1,17.3%,0.4,107,-15.1%,i,60.1,-25.9%,17.2%,-6.6%,0.2%,i,0.1
Cc1cc(C)n(CCN(C)C(=O)C2CCC(=O)N(CCN3CCOCC3)C2)n1 (configuration not stated),9.1%,0.3,73,-1.7%,i,17.3,-15.7%,19.0%,1.8%,-0.1%,i,0.5
N#Cc1c(N)nc2c(c1-c1cccnc1)CCCCC2,3.4%,-1.8,70,12.0%,i,52.6,30.1%,1.4%,-6.2%,-1.0%,i,1.1
O=C(O)CCCN1C(=O)/C(=C/c2cn(-c3ccccc3)nc2-c2cccs2)SC1=S,6.4%,.,.,19.7%,.,.,8.4%,-83.6%,2.5%,0.5%,i,0.8
COCCn1c(=NC(=O)CSCC(=O)N2CCOCC2)sc2ccccc21,14.0%,-1.3,64,-0.5%,i,26.0,-41.1%,22.9%,-5.5%,0.0%,i,0.6
CCNc1nc(SCCOc2ccc(Br)cc2)nc(N(C)C)n1,10.8%,2.4,71,2.5%,i,17.5,-47.3%,-21.0%,1.4%,0.7%,i,0.3
CC(=O)Oc1ccc2c3c(c(=O)oc2c1C)CCCC3,-4.6%,0.7,85,11.6%,i,34.7,-0.5%,-12.9%,0.0%,-0.3%,i,0.8
O=C(CSc1nnc(NC(=O)c2ccc(F)cc2F)s1)NC1CC1,5.2%,-0.9,44,-41.6%,i,4.6,-6.1%,19.0%,-4.3%,0.1%,i,0.7
O=C(Nc1ccccc1N1CCOCC1)C1CCN(S(=O)(=O)c2cccc(C(F)(F)F)c2)CC1,6.6%,1.3,45,3.8%,i,9.2,-35.0%,-30.6%,1.4%,0.2%,i,0.1
O=C(O)CCNC(=O)/C(=C\c1ccco1)NC(=O)c1ccco1,-18.8%,1.0,59,1.1%,i,45.6,-24.4%,-44.0%[20 µM],1.3%,-0.3%,?,.
CN(C)S(=O)(=O)c1ccc(-c2csc(-c3cccnc3)n2)cc1,-4.0%,1.4,52,-1.1%,i,3.1,-35.0%,-41.3%,7.0%,0.4%,i,0.1
O=C(NN1CCOCC1)c1cc(-c2ccccc2)nc2ccccc12,15.5%,0.5,50,7.1%,i,41.3,-16.6%,3.1%,1.9%,0.0%,i,1.3
COC(=O)CNC(=S)NC(=O)c1ccc(C(C)(C)C)cc1,6.4%,0.5,44,-8.2%,i,31.9,-24.9%,4.9%[20 µM],-3.8%,0.2%,i,0.2
COc1ccc(N2CCN(C(c3cccs3)C(C)NC(=O)c3ccc4c(c3)OCO4)CC2)cc1 (configuration not stated),-20.3%,3.3,53,11.0%,i,59.5,-31.7%,-7.6%,0.2%,-0.6%,i,0.2
Cc1noc(C)c1S(=O)(=O)N1CCCC(C(=O)NCCc2ccc(Cl)cc2)C1 (configuration not stated),0.0%,0.7,61,-13.5%,i,59.5,-21.0%,19.9%,3.8%,0.9%,i,1.4
CSCCC(N=C1NS(=O)(=O)c2ccccc21)C(=O)NCc1ccccc1F (configuration not stated),11.8%,0.3,69,2.1%,i,10.9,-27.0%,16.2%,0.5%,-0.1%,i,3.7
CCOc1ccc(/C=N/NC(=O)CCC(=O)Nc2ccc(F)cc2)cc1,8.5%,1.3,68,-4.3%,i,28.0,-16.0%,7.0%,-2.6%,-0.1%,i,0.8
CCOc1ccc(-c2n[nH]c(C)c2Oc2ccc(OC)cc2)c(O)c1,-11.0%,21.0,52,2.7%,i,19.6,-5.0%,26.5%,3.4%,-0.1%,i,1.1
CC1(C)Cc2c(C#N)c(N3CCCC3)nc(-c3ccco3)c2CO1,3.8%,2.1,52,8.9%,i,27.6,12.5%,16.7%,-3.7%,0.4%,i,1.8
COc1ccc2[nH]cc(CCNC(=O)Cc3ccc(Br)cc3)c2c1,-4.3%,0.5,66,-1.7%,i,35.6,12.2%,-17.4%,-1.1%,-0.3%,i,0.5
O=C(CSc1nnc(COc2ccc(Cl)cc2)o1)OC1CCCCC1,-7.6%,0.3,107,9.5%,i,16.6,-2.3%,27.9%,-0.2%,-0.1%,i,0.7
CCOC(=O)C1=C(C)N=c2s/c(=C/c3cccc(OCC(=O)O)c3)c(=O)n2C1c1ccc(F)cc1 (configuration not stated),7.9%,5.8,76,3.6%,i,26.5,-11.4%,-46.0%,-2.3%,0.0%,.,.
Cc1cc(C)n2nc(C(=O)NCCc3ccccc3)nc2n1,13.7%,-0.8,71,-6.2%,i,52.7,-24.9%,1.0%,-7.8%,0.2%,i,0.5
COc1ccc(NC(=O)c2sc(Cl)nc2-c2ccccc2)cc1,-9.9%,3.1,63,-6.7%,i,39.5,17.8%,.,-1.3%,-0.2%,i,0.6
Cc1cc(-c2ccccc2)nc(SCc2ccc(C(=O)O)cc2)n1,2.4%,0.4,70,15.9%,i,54.6,-14.1%,-55.3%[20 µM],7.0%,0.3%,i,0.9
Cc1ccc(NC2CCCN(C(=O)CCN3CCCCO3)C2)cc1C (configuration not stated),14.7%,-0.2,66,4.7%,i,7.6,-11.9%,8.6%,-0.8%,-0.1%,i,1.2
COc1ccc(CCN=CC2=C(O)CC(C)(C)CC2=O)cc1,8.7%,1.2,82,16.4%,i,12.7,9.1%,7.4%,-0.1%,-0.1%,i,0.6
COc1ccccc1N1CCN(C(=O)c2cc3cc(F)ccc3[nH]2)CC1,3.5%,1.0,86,10.3%,i,50.4,-6.9%,2.1%,-3.9%,-0.1%,i,0.7
CCOc1ccc(OCC)c(NC(=O)CN2CCN(c3cccc(C)c3C)CC2)c1,3.5%,-0.1,32,3.5%,i,18.3,-34.2%,32.8%,-3.0%,-0.1%,i,12.0
C#CCOCCOCCOCCNc1nc(N2CCN(C(=O)C(Cc3ccc(O)cc3)n3cc(C(N)CC(C)C)nn3)CC2)nc(N2CCN(C(=O)C(Cc3ccc(O)cc3)n3cc(C(N)C(C)CC)nn3)CC2)n1 (configuration not stated),14.4%,1.0,66,-9.5%,i,21.8,-27.5%,-1.3%,0.5%,0.8%,i,1.4
O=C1c2ccccc2C(=O)N1c1nc2nccc(-c3ccccc3)n2n1,44.8%,-0.5,80,-1.9%,i,11.8,-15.6%,12.8%,1.6%,0.2%,i,1.2
Cc1ccc(OCCNC(=O)c2cncc(Br)c2)cc1C,-2.5%,3.7,49,16.4%,i,19.2,-66.7%,-24.0%,15.7%,-0.1%,i,0.8
CN(Cc1ccc(F)cc1)C(=O)CCc1nnc(-c2ccccc2)o1,2.9%,-1.1,29,-19.6%,i,4.4,-51.2%,3.4%,-4.3%,-0.2%,i,0.6
CCc1cc2c(C)cc(=O)oc2cc1Oc1ncccc1[N+](=O)[O-],-2.4%,5.5,46,24.3%,i,31.8,-17.8%,-8.0%,-8.3%,0.2%,.,.
CC(=O)Nc1ccc(/C=N/NC(=O)CCN2CCN(c3ccccc3)CC2)cc1,1.9%,-1.3,65,12.4%,i,33.2,-19.9%,-6.1%,-2.5%,-0.4%,.,.
COc1ccc(N2C(=O)CSC2c2ccccc2F)c(OC)c1 (configuration not stated),5.7%,-1.7,95,3.3%,i,60.3,-1.4%,-11.7%,-3.5%,-0.1%,i,0.8
COc1ccc(C2/C=C\CN(S(=O)(=O)c3ccc(C)cc3)CC(=O)N2Cc2ccc(F)cc2)cc1 (configuration not stated),16.4%,1.6,104,-6.4%,.,.,-0.6%,-1.9%,2.4%,0.7%,i,1.3
COC(=O)c1c(C)[nH]c(C(=O)CN2CCOCC2)c1C,-24.0%,-1.7,28,7.8%,i,22.0,5.0%,19.1%,-0.3%,-0.1%,i,1.2
Cc1cccn2c(=O)c3cc(C#N)c(=O)n(CCCN4CCOCC4)c3nc12,2.9%,2.0,68,-2.5%,i,22.5,26.5%,-48.8%,3.9%,0.4%,i,0.9
Cc1c(C#N)c(=O)c(-[n+]2ccccc2)c([S-])n1-c1ccc(Cl)cc1,3.2%,2.2,49,14.7%,i,46.1,7.1%,18.5%,-5.1%,-0.1%,i,0.2

# An excerpt; the hit share may differ from the screen's.
